TMEM16A inh = TMEM16A chloride channel inhibitors, primary screen, cell-based, HTS. Anoctamin-1 (Mus musculus), Q8BHY3. HEK293 TMEM16A/YFP iodide influx fluorescence, ionomycin. normalized B-score (activity score, 25-100; higher = stronger inhibition) at 10 µM. 310,000 compounds, 1.2% hits. AID 588511, 2011;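 active = ratio plate-corrected score three or more library SD toward inhibition, starting fluorescence score within five deviations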;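 note: score derived from kinetic fluorescence span divided by baseline fluorescence per well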
TRPC4 agonist = activators of mouse TRPC4 channel, primary screen, Fluo4 calcium, HEK293 TRPC4beta/mu-opioid cells. Fluo4 calcium fluorescence; active compounds read high. B-score at 10 µM. 310,000 compounds, 0.49% hits. AID 2237, 2010;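 active = B-score above 5 SD of library B-scores, and initial fluorescence ratio not above library mean plus 5 SD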;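 note: positive B-score marks a calcium rise read as TRPC4 activation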
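Assay system – TRPC4beta and mu-opioid receptor HEK293 stable cells · Measured by – Fluo4 fluorescence, kinetic · Schedule – dye loading 45 min room temperature, 110 s kinetic read · Read-out – B-scored integrated calcium fluorescence ratio · Controls – buffer and maximal DAMGO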
ANO1 activ = TMEM16A chloride channel activators or potentiators, primary screen, cell-based, HTS; Anoctamin-1 (Mus musculus), Q8BHY3; B-score at 10 µM; HEK293 TMEM16A/YFP-H148Q/I152L, iodide quench fluorescence; active compounds read low; 340,000 compounds, 0.3% hits;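 active = fluorescence-ratio B-score plate-corrected deviation score at least 3 library SD below zero, with starting fluorescence score within 5 deviations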;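 note: channel opened by trigger with iodide after compound preincubation; score built on the fluorescence ratio of max minus min over baseline; more negative score means more quench and so TMEM16A activation or potentiation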
TRPC4 potent = positive allosteric modulators of TRPC4, primary screen, cell-based, mouse TRPC4beta, HEK293 mu-opioid, Fluo-4 calcium. Short transient receptor potential channel 4 (Mus musculus), Q9QUQ5. DAMGO EC20, Fluo-4 Ca2+ flux; active compounds read high. B-score at 10 µM. 310,000 compounds, 0.42% hits. AID 2227, 2009;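 active = B-score of calcium response area above 5 SD of library B-scores, with initial fluorescence ratio within 5 SD of library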;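 note: B-score of integrated fluorescence ratio over time as area under calcium response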
hERG protect = hERG rescue from dofetilide block, primary screen, cell-based, CHO-hERG, FluxOR thallium flux, dofetilide IC70; dofetilide IC70 present; activation (rescue from dofetilide block), less the hit threshold, % at 10 µM; 310,000 compounds, 0.51% hits;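 active = activation above the mean of controls blocked by dofetilide plus 5 SD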;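 note: thallium influx through hERG after potassium depolarization seen as dye fluorescence rise; in these data hits start at about 4.7%; inactives centre near -7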
KCNQ1 block = inhibitors of human KCNQ1 channel, primary screen, cell-based, thallium flux, high-throughput | B-score at 10 µM | CHO-K1 KCNQ1, FluxOR thallium flux fluorescence; active compounds read high | 310,000 compounds, 1.3% hits;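 active = compounds whose thallium flux B-score, printed positive for inhibition, exceeds three library SD while starting fluorescence stays within three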;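 note: channel opened by potassium depolarization with thallium stimulus after 20 min compound exposure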
KCNQ1 act = potentiators or activators of KCNQ1 channel, primary screen, cell-based, thallium flux, high-throughput. CHO-K1 KCNQ1, thallium flux FluxOR fluorescence; active compounds read high. Potassium voltage-gated channel subfamily KQT member 1 (Homo sapiens), P51787. B-score at 10 µM. 310,000 compounds, 0.35% hits. AID 2648, 2010;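 active = fluorescence ratio B-score, a plate-corrected score, at least three library SD, with initial intensity B-score within 5 SD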
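Material: CHO-K1 cells stably expressing KCNQ1. Medium: assay buffer for compound exposure, DMSO matched across wells. Reagent: K+/Tl+ depolarizing stimulus. Compound dosing: single-concentration screen. Times: 37 °C overnight plating, 90-min dark dye load, 20-min compound pretreatment. Technique: FluxOR Tl+ flux fluorescence.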
KCNK9 block = KCNK9 potassium channel inhibitors, primary screen, HEK293 cells, thallium flux | 310,000 compounds, 1.2% hits | B-score at 10 µM | Potassium channel subfamily K member 9 (Homo sapiens), Q9NPC2 | FluxOR thallium flux fluorescence; active compounds read low;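 active = ratio B-score over 3 SD below the library mean, with starting fluorescence within 5 SD of its mean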;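 note: negative B-score means less thallium flux so channel inhibition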
Target sequence (Q9NPC2 whole entry, looked up): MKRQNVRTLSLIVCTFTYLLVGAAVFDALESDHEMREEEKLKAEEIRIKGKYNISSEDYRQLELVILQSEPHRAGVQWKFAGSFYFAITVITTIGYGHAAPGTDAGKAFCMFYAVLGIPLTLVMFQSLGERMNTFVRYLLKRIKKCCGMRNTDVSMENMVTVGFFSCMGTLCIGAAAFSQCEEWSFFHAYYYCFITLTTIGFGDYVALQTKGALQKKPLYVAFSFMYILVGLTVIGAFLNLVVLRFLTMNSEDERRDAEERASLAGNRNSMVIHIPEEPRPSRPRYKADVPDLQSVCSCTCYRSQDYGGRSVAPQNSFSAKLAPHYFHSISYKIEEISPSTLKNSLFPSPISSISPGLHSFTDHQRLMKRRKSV
KCNK3 inh = human KCNK3 channel inhibitors, primary screen, CHO cells, FluxOR thallium flux, B-score; B-score at 10 µM; FluxOR fluorescence; active compounds read low; 340,000 compounds, 0.84% hits;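 active = B-score under library mean minus 4 SD, starting fluorescence ratio at most library mean plus 5 SD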;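 note: more negative B-score means stronger inhibition of thallium flux through KCNK3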
Target sequence (O14649 whole entry, looked up): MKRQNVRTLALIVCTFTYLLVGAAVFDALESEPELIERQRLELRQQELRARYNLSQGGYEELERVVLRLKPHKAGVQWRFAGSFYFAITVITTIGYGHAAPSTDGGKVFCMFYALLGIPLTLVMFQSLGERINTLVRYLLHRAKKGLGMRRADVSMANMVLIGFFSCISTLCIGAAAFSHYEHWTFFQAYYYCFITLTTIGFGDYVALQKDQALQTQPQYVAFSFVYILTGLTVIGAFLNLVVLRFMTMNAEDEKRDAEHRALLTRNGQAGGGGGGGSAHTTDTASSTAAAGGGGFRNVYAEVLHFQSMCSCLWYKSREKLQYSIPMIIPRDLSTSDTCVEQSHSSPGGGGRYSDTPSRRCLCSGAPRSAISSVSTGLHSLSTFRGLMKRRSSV
HDAC3 inhib = HDAC3 deacetylase inhibitors, primary screen, biochemical, fluorescence, cell-free homogeneous. Histone deacetylase 3 (Homo sapiens), O15379. recombinant HDAC3, fluorogenic peptide/trypsin coupled. inhibition, % at 8.3 µM. 320,000 compounds, 0.15% hits; in the data active = inhibition above about 26%, passing the limit was not always enough; inconclusive = no clear call, values can overlap the other calls
DYRK1A inh = rat Dyrk1A kinase inhibitors, primary screen, biochemical, single point, plate reader. ADP-Glo luminescence, NFATc1 peptide. inhibition, % at 12.5 µM. 310,000 compounds, 0.43% hits. AID 504441, 2011; in the data active = inhibition above about 50%;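 note: plate controls were vehicle with enzyme for no effect and no enzyme for full effect; many of its hits are not listed in these tables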
Active calls of the source: *; i = inactive; ? = inconclusive; / = not tested or not shown. Some of the compounds tested (hit frequency here may not be typical).

SMILES | TMEM16A inh | TRPC4 agonist | ANO1 activ | TRPC4 potent | hERG protect | KCNQ1 block | KCNQ1 act | KCNK9 block | KCNK3 inh | HDAC3 inhib | DYRK1A inh
COc1ccc(OC)c(C(=O)CSc2nnc(Cc3cccs3)n2C)c1 | i | i | i | i | -4.8 | i | i | i | i | 3.5 | -0.7
CC(=O)c1ccc(NC(=O)C2=CC(c3ccco3)=NS(=O)(=O)N2C)cc1 | i | i | i | i | -5.8 | i | i | i | i | 3.1 | 1.0
COc1ccc(/C=N/NC(=O)c2cccc([N+](=O)[O-])c2)cc1OC(=O)c1ccccc1 | i | i | i | i | -13.2 | i | i | i | i | -0.5 | -7.2
CCOC(=O)Cc1nc2ccccc2n(CC#N)c1=O | i | i | i | i | 4.6 | i | i | i | i | -1.8 | -1.9
O=C(NC1CCOc2ccccc21)C1CCCC1 (centres undefined) | i | i | i | i | -5.8 | i | i | i | i | 6.2 | 1.7
CC(=O)Nc1ccc(/C=C(\C#N)C(=O)NCc2ccccc2)cc1 | i | i | i | i | -3.6 | i | i | i | i | 4.3 | -1.3
COc1ccc(-c2n[nH]c(C)c2-c2cnn(-c3ccccc3)c2)c(O)c1C | i | i | i | i | -17.8 | i | i | i | i | 3.9 | -2.9
CCCN1CCN(CCCNC(=O)c2ccc3c(c2)NC(=O)c2ccccc2S3)CC1 | i | i | i | i | -3.5 | i | i | i | i | -1.5 | 5.0
CC(C)(C)c1ccc(C(=O)NNC(=O)c2cccc(Br)c2)cc1 | i | i | i | i | -5.2 | i | i | i | i | -9.5 | 18.3
CCCC1(c2ccccc2)NC(=O)N(CC(=O)Nc2cc(OC)cc(OC)c2)C1=O (centres undefined) | i | i | i | i | -9.8 | i | i | i | i | 5.6 | 4.2
O=C(NCCc1c[nH]c2ccccc12)C(=O)NCC1OCCCN1S(=O)(=O)c1ccccc1 (centres undefined) | i | i | i | i | -6.5 | i | i | i | i | 19.1 | 0.0
COC(=O)C(C(=O)Nc1ncccn1)C1CCCCCC1 (centres undefined) | i | i | i | i | -5.6 | i | i | i | i | 2.6 | 0.4
CCc1ccc(/C=N/N2CCN(c3ccccn3)CC2)cc1 | i | i | i | i | -6.7 | i | i | i | i | 5.8 | /
CCOC(=O)C1=C(C)Nc2nnnn2C1c1cccc(OC)c1OC (centres undefined) | i | i | i | i | -8.6 | i | i | i | i | 6.3 | -4.9
Nc1ccc2oc(=O)c(-c3ccccc3)cc2c1 | i | i | i | i | -6.2 | i | i | i | i | / | -2.3
Cc1ccc(Cn2nc(C)c(NC(=O)c3nn(C)cc3Cl)c2C)cc1 | i | i | i | i | -4.0 | i | i | i | i | -12.0 | 4.3
Cc1ccc(N(C(=O)CNC(=O)c2ccco2)C(C(=O)NC2CCCCC2)c2cccnc2)cc1F (centres undefined) | i | i | i | i | -2.7 | i | i | i | i | -3.9 | 0.0
CCOC(=O)N1CCN(C(=O)C2CCCN(S(=O)(=O)c3cccnc3)C2)CC1 (centres undefined) | i | i | i | i | -4.5 | i | i | i | i | -5.3 | 7.7
CC(=O)Nc1ccc(NC(=O)c2cc(-c3ccccc3)nc3ccccc23)cc1 | i | i | i | i | -7.3 | i | i | i | i | 0.3 | 3.4
Cc1cc([N+](=O)[O-])nn1CC(=O)Nc1sc2c(c1C(N)=O)CCCC2 | i | i | i | i | -11.3 | i | i | i | i | ? | -6.6
S=C(Nc1ccc(Br)cc1Cl)NC1CCN(Cc2ccccc2)CC1 | i | 57* | i | i | -10.0 | i | i | i | i | 5.1 | 2.4
CC1CCCC(NCC(=O)Nc2ccc(C(N)=O)cc2)C1C (centres undefined) | i | i | i | i | -9.7 | i | i | i | i | 0.9 | 0.3
NNC(=O)c1ccc(CN2CCCCC2)o1 | i | i | i | i | -13.9 | i | i | i | i | 2.9 | 0.1
O=C(c1ccc(N2CCCCS2(=O)=O)cc1)N1CCN(c2ccc(N3CCOCC3)nn2)CC1 | i | i | i | i | -1.7 | i | i | i | i | -11.0 | -0.8
CCCCN(CC)Cc1c(C)[nH]c2ccccc2c1=O | i | i | i | i | -6.9 | i | i | i | i | 0.0 | -7.8
CC(=O)O[C@@H]1C[C@H]2C(C)(C)C(=O)C=C[C@]2(C)[C@H]2CC[C@@]3(C)[C@H](c4ccoc4)OC(=O)[C@H]4O[C@]43[C@@]21C | i | i | i | i | -7.1 | i | i | i | i | 3.2 | -2.4
CCN(CC)C(=O)C[n+]1ccc(C(N)=O)cc1 | i | i | i | i | -6.0 | i | i | i | i | -4.2 | 3.9
COc1ccc(CCNS(=O)(=O)c2cc(C(=O)O)c(Cl)cc2Cl)cc1 | i | i | i | i | -2.1 | i | i | i | i | -15.9 | 2.5
COCCCNC(=S)N/N=C/c1ccc(OC)cc1 | i | i | i | i | -6.8 | i | i | i | i | 6.7 | 11.0
O=S(=O)(NCC(c1cccnc1)N1CCN(c2ccc(F)cc2)CC1)c1ccccc1 (centres undefined) | i | i | i | i | -9.9 | i | i | i | i | 3.0 | 0.2
O=c1[nH]c2ccccc2n1Cc1ccc(Cl)cc1 | i | i | i | i | -8.1 | i | i | i | i | 2.6 | 0.4
COc1cccc(-c2ccc(SCC(=O)N3CCc4ccccc43)nn2)c1 | i | i | / | i | -12.9 | i | i | i | / | 0.8 | /
Cc1cccc(CN2CCN(c3ccccn3)CC2)c1 | i | i | i | i | -3.5 | i | i | i | i | 3.1 | 5.1
Cc1nc(NS(=O)(=O)c2ccccc2)sc1C(C)(C)C | i | i | i | i | -6.8 | i | i | i | i | -2.9 | -9.8
COCCOc1ccc(C(F)(F)F)cc1NC(=O)c1ccc(C)cc1 | i | i | i | i | -4.6 | i | i | i | i | -1.3 | -6.3
O=C(NCCCN1CCCC1=O)c1cncc(Br)c1 | i | i | i | i | -8.2 | i | i | i | i | -2.0 | 4.3
CC(Oc1ccc(Cl)cc1Cl)C(=O)NCCC1=CCCCC1 (centres undefined) | i | i | i | i | -2.6 | i | i | i | i | 10.1 | -4.3
CC(=O)Oc1c(C)cc(Cl)cc1C(=O)Nc1ccc([N+](=O)[O-])cc1Cl | 100* | i | i | i | -2.0 | i | i | i | i | 0.3 | -5.3
CN(C)/N=C/c1ccc(Sc2ccccc2[N+](=O)[O-])o1 | i | i | i | i | -7.2 | i | i | i | i | -4.5 | 4.8
O=C(CSC1=NS(=O)(=O)c2cc(Cl)ccc2N1)NCc1ccccc1 | i | i | i | i | -4.6 | i | i | i | i | ? | 5.0
NC(=O)COc1ccc(Cc2ncc(C(F)(F)F)cc2Cl)cc1 | i | i | i | i | 3.5 | i | i | i | i | -2.0 | 5.1
Cc1cc2c(cc1S(=O)(=O)N1CCOCC1)NC(=O)CO2 | i | i | i | i | -1.7 | i | i | i | i | -0.4 | -3.5
O=C(N/N=C/c1ccccn1)c1ccc([N+](=O)[O-])cc1 | i | i | i | i | -12.5 | i | i | i | i | -2.3 | /
C/C(=N\NC(=O)C1CC1)c1ccc(Cl)c(Cl)c1 | i | i | i | i | -5.0 | i | i | i | i | -0.2 | 0.3
Cc1ccc(C2(C)NC(=O)N(CC(=O)Nc3ccc(S(=O)(=O)Nc4nccs4)cc3)C2=O)cc1 (centres undefined) | i | i | i | i | -13.8 | i | i | i | i | 3.8 | -2.7
O=C(O)c1ccc(-n2ccnc2)c([N+](=O)[O-])c1 | i | i | i | i | -7.1 | i | i | i | i | 1.5 | 3.0
COc1ccc([N+](=O)[O-])cc1N(CC(=O)NCCCOC(C)C)S(C)(=O)=O | i | i | i | i | -8.6 | i | i | i | i | 2.9 | -1.3
C/C(Cn1nc([N+](=O)[O-])cc1C)=N\NC(=O)COc1c(Cl)cc(Cl)cc1Cl | i | i | i | i | -10.1 | i | i | i | i | 4.0 | 2.9
O=C(NCCCc1ccccc1)c1ccccc1O | i | i | i | i | -15.1 | i | i | i | i | -0.9 | 3.0
Cc1ccccc1CS(=O)(=O)CCC(=O)O | i | i | i | i | 0.6 | i | i | i | i | ? | -4.9
Next part.
SMILES | TMEM16A inh | TRPC4 agonist | ANO1 activ | TRPC4 potent | hERG protect | KCNQ1 block | KCNQ1 act | KCNK9 block | KCNK3 inh | HDAC3 inhib | DYRK1A inh
O=C(O)CC12CC3CC(C1)CC(n1ncc(N4CCC5(CC4)OCCO5)c(Cl)c1=O)(C3)C2 | i | i | i | i | -9.3 | i | i | i | i | 4.3 | -7.6
CC1CCN(S(=O)(=O)c2c[nH]c(=O)[nH]c2=O)CC1 | i | i | i | i | -10.8 | i | i | i | i | 3.4 | 2.8
O=c1c(Cl)c(Cl)cnn1Cc1ccc(F)cc1 | i | i | i | i | -10.8 | i | i | i | i | -11.8 | 4.2
Cc1cc(NC(=O)CCC(=O)N(c2cccnc2)C(C(=O)NC2CCCC2)c2ccccc2)no1 (centres undefined) | i | i | i | i | 0.3 | i | i | i | i | -0.9 | -0.4
Cc1cccc(NC(=O)C2CCC(CNC(=O)[C@@H]3Cc4ccccc4CN3)CC2)c1 (some centres undefined) | i | i | i | i | -7.7 | i | i | i | i | -2.5 | 1.3
Cc1nc(C)n(C(=O)N(c2ccccc2)c2ccccc2)n1 | i | i | i | i | -7.8 | i | i | i | i | -6.9 | -5.3
COc1cccc(C(=O)N(C)CC2CCN(CCc3cccc(C(F)(F)F)c3)CC2)c1 | i | 109* | i | i | 1.5 | i | i | i | i | -3.2 | -5.3
CC(=O)N1c2ccc(S(=O)(=O)N3CCCCC3)cc2CC1C(=O)Nc1ccccc1C(F)(F)F (centres undefined) | i | i | i | i | -9.2 | i | i | i | i | -13.4 | /
CCC(=O)NC(=S)Nc1ccc(NC(=O)COc2ccc([N+](=O)[O-])cc2)cc1 | i | i | i | i | -12.1 | i | i | i | i | 2.7 | 6.1
S=C(NCCc1ccccc1)NCc1ccccc1Cl | i | i | i | i | -9.2 | i | i | i | i | 5.2 | 4.5
COc1ccccc1CCC(=O)Nc1ccc(C)cc1Cl | i | i | i | i | -8.0 | i | i | i | i | 3.1 | 1.0

Compound activity from PubChem.
